# Bioassay records: PubChem, Broad Institute
# Tcruzi prolif: inhibitors of T. cruzi proliferation. inhibition, % at 8.34 µM. T. cruzi beta-gal in NIH3T3, GalScreen luminescence, 90 h. 77,000 compounds, 5.9% hits;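 active = mean inhibition above about 93%, with at least 55% of replicates each passing it, limit read from the data, passing the limit was not always enough; inconclusive = only one of those two conditions holds; inactive = neither condition holds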
# Pf Dd2 growth: P. falciparum Dd2 growth inhibition. SYBR Green, 72 h; active compounds read low. AID 1159554. activity change, % at 10 µM. 94,000 compounds, 2.3% hits; in the data active = activity change below about -80%; inconclusive = no clear call, values can overlap the other calls
# KDM4C inh: blocks human GASC-1 (KDM4C) demethylase activity. GST-KDM4C 2-372, H3K9me3 peptide, LANCE TR-FRET. inhibition, % at 12.5 µM. AID 720574. 96,000 compounds, 0.15% hits;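 active = mean replicate inhibition above about 25%, with at least 55% of replicates also reaching it, limit read from the data, passing the limit was not always enough; inconclusive = only one of those two conditions met; inactive = neither condition met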
# Target sequence (Q9H3R0 2-372 limits assumed): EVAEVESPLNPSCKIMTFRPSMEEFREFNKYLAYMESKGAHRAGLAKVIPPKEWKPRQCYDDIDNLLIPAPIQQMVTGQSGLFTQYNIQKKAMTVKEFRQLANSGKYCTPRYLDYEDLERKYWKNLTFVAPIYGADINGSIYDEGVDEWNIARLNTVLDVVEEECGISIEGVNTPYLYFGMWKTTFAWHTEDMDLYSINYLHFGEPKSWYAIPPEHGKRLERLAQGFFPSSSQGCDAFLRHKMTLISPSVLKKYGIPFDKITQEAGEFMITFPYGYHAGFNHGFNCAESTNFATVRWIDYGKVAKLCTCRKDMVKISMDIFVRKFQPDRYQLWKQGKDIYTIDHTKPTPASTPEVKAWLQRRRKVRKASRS
#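 Assay system: GST-GASC-1 enzyme fragment 2-372 | Amount: 10 nM enzyme | Medium: HEPES buffer, pH 7.5, plus ascorbate | Reagent: H3K9me3 peptide substrate, Fe(II), 2-oxoglutarate | Doses: Single-point compound screen | Incubation: 30 min demethylation and 1 h detection at room temperature | Measured by: LANCE TR-FRET, excitation 340 nm, emissions 618 and 671 nm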
# C diff growth: inhibitors of Clostridium difficile growth; Clostridium difficile clinical isolate growth, OD600, 24 h; active compounds read low; growth activity, negative = inhibition, % at 16 µg/mL (by protocol); 86,000 compounds, 0.25% hits;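 active = mean growth activity at or below -80% and every replicate also at or below -80%; inconclusive = mean at or below -80% but some replicate above -80%; inactive = mean growth activity above -80%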;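 note: 0% = DMSO wells and -100% = levofloxacin 16 µg/mL wells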
# * hit, by the source's call; ? = inconclusive; nt = no result given; & = joins results of further samples.
SMILES | Tcruzi prolif | Pf Dd2 growth | KDM4C inh | C diff growth
COc1cccc(S(=O)(=O)N(C)C[C@@H]2Oc3ncc(-c4cccc(C(=O)N(C)C)c4)cc3C(=O)N([C@H](C)CO)C[C@H]2C)c1 | 13 | -61 | -0.8 | -3
COc1ccc(NC(=O)N(C)C[C@H]2OCc3cnnn3CCCC(=O)N([C@@H](C)CO)C[C@@H]2C)c(OC)c1 | 24 | -2 | 4.6 | nt
COc1ccc(C#Cc2ccc3c(c2)[C@H]2[C@H](CCN2C(=O)C2CCC2)[C@@H](CO)N3)cc1 | nt | -86* | -2.2 | -3
O=C(Cc1ccccc1)N1CC(=O)N2[C@H](CO)[C@@H](c3ccc(Br)cc3)[C@@H]2C1 | nt | 5 | 1.7 | -2
CCC(=O)N1[C@@H]2c3cccc(=O)n3C[C@@H]2[C@@H](CO)[C@@H]1C(=O)NC1CCC1 | -19 | nt | -1.7 | 0
CN1C(=O)c2cc(NC(=O)C3CCOCC3)ccc2OC[C@H]2O[C@H](CC(=O)NC3CCCC3)CC[C@H]21 | 30 | 17 | -1.6 | -7
COc1ccc(S(=O)(=O)N(C)C[C@H]2OCc3ccccc3-c3c(n(C)c4ccccc34)C(=O)N([C@@H](C)CO)C[C@@H]2C)cc1 | 60 | -86* | -2.5 | nt
Cc1cc(C(=O)Nc2cccc3c2O[C@H](CN(C)CC2CC2)[C@@H](C)CN([C@H](C)CO)C3=O)n(C)n1 | -3 | 23 | -1.3 | -2
COc1ccccc1NC(=O)N(C)C[C@@H]1Oc2ncc(C#CCN(C)C)cc2C(=O)N([C@H](C)CO)C[C@H]1C | -4 | 16 | 3.0 | 0
C[C@@H]1CCCCO[C@H](CN(C)Cc2ccccc2)[C@@H](C)CN([C@@H](C)CO)C(=O)c2cc(NC(=O)Nc3ccc(C(F)(F)F)cc3)ccc2O1 | 91 | -62 | -2.6 | 49
CCCNC(=O)N1CC2(CN(C(=O)Nc3cccc(F)c3)C2)c2c(n(C)c3cc(OC)ccc23)[C@H]1CO | nt | -38 | 0.3 | 10
CCCNC(=O)C[C@H]1CC[C@H]2[C@@H](COc3ccc(NC(=O)CCC)cc3C(=O)N2C)O1 | -20 | 8 | -0.7 | -1
CCC(=O)N1[C@H](CO)[C@@H]2c3ccccc3N(C(=O)c3ccncc3)C[C@@H]21 | -11 | 8 | -2.3 | 24
COc1ccc(NC(=O)N(C)C[C@H]2Oc3ncc(-c4ccc(C#N)cc4)cc3C(=O)N([C@H](C)CO)C[C@@H]2C)cc1 | nt | -59 | -1.5 | 6
C[C@@H]1CN([C@@H](C)CO)C(=O)CCCn2nncc2CO[C@@H]1CN(C)C(=O)c1ccccc1 | 1&69 | -5&18 | -0.4 | nt
C[C@@H]1CN([C@@H](C)CO)C(=O)c2cc(N(C)C)ccc2O[C@H]1CN(C)S(=O)(=O)c1ccccc1 | 38 | 5 | 3.0 | 1
C[C@@H]1CCCCO[C@H](CN(C)Cc2ccc(C(F)(F)F)cc2)[C@@H](C)CN([C@H](C)CO)C(=O)c2cc(NC(=O)CCC(F)(F)F)ccc2O1 | -52 | -38 | 0.8 | -1
Cc1noc(C)c1S(=O)(=O)Nc1ccc2c(c1)CC(=O)N([C@@H](C)CO)C[C@@H](C)[C@H](CN(C)Cc1ccc(C(F)(F)F)cc1)O2 | 82 | -20 | 2.5 | 5
COCC(=O)N1[C@H](C#N)[C@H](c2ccccc2C2=CCCCC2)[C@H]1CO | nt | 25 | 2.8 | 1
COCC#Cc1ccc2c(c1)O[C@H](CN(C)Cc1ccc3c(c1)OCO3)[C@H](C)CN([C@@H](C)CO)S2(=O)=O | nt | -2 | 1.4 | 4
COc1ccc(S(=O)(=O)N2CC[C@@H]3[C@H](CO)Nc4ccc(-c5ccccc5F)cc4[C@@H]32)cc1 | 45 | -26 | -1.7 | -5
C[C@H]1CN([C@@H](C)CO)C(=O)c2cc(Br)cnc2O[C@H]1CN(C)C(=O)C1CCOCC1 | -35 | 54 | 0.2 | -4
COc1ccccc1-c1cn(CC[C@H]2CC[C@@H](NC(=O)c3ccccc3F)[C@@H](CO)O2)nn1 | nt | -24 | 0.0 | 6
N#C[C@H]1[C@@H](c2ccc(C#CCC3CCCC3)cc2)[C@H](CO)N1C(=O)c1ccccn1 | 101* | -43 | -3.8 | -3
CN1C(=O)c2cc(NC(=O)c3ccc(F)cc3)ccc2OC[C@H]2O[C@H](CC(=O)NC3CCC3)CC[C@@H]21 | -12 | -11 | 1.7 | 8
C[C@H]1CN([C@@H](C)CO)S(=O)(=O)c2ccc(/C=C/c3ccccc3)cc2O[C@H]1CN(C)C(=O)Nc1cccc(F)c1 | 123* | -33 | 0.0 | 20
C[C@H]1CN([C@@H](C)CO)S(=O)(=O)c2ccc(-c3ccncc3)cc2O[C@H]1CN(C)C(=O)c1ccc2c(c1)OCO2 | 102* | -51 | -1.8 | 3
COCC(=O)N1[C@@H]2c3ccc(C4=CCCCC4)c(=O)n3C[C@@H]2[C@@H](CO)[C@@H]1C(=O)N1CCN(C)CC1 | 38 | 15 | -2.3 | 3
COc1ccccc1S(=O)(=O)Nc1ccc2c(c1)OC[C@H](C)NC[C@H](C)[C@H](OC)CN(C)C2=O | 26 | -8 | -0.8 | nt
C[C@H](CO)N1C[C@H](C)[C@@H](CN(C)C(=O)Nc2ccc(C(F)(F)F)cc2)Oc2ccc(NC(=O)Nc3ccc4c(c3)OCO4)cc2C1=O | nt | -46 | 1.0 | 1
CC(C)C#Cc1cnc2c(c1)C(=O)N([C@H](C)CO)C[C@H](C)[C@H](CN(C)Cc1ccc3c(c1)OCO3)O2 | 91 | -47 | 1.5 | 9
C[C@H](CO)N1C[C@H](C)[C@@H](CN(C)S(=O)(=O)c2ccc(Cl)cc2)Oc2ccc(NC(=O)CCC(F)(F)F)cc2CC1=O | -46 | -42 | 1.3 | -11
CO[C@@H]1CN(C)C(=O)c2cc(NS(=O)(=O)c3ccccc3)ccc2OC[C@H](C)N(C(=O)NC(C)C)C[C@H]1C | 13 | 9 | 0.7 | nt
C[C@H]1CN([C@@H](C)CO)C(=O)c2cc(C#CC(C)(C)O)cnc2O[C@H]1CN(C)C(=O)c1ccccc1F | 24 | 33 | -0.3 | -3
CO[C@H]1CN(C)C(=O)c2cc(NC(C)=O)ccc2OC[C@H](C)N(C(=O)C2CCOCC2)C[C@H]1C | nt | 16 | -0.9 | nt
COc1ccccc1NC(=O)N(C)C[C@@H]1OCc2cn(nn2)CCCC(=O)N([C@H](C)CO)C[C@@H]1C | 4 | -2 | 0.4 | nt
C[C@H]1CN([C@@H](C)CO)C(=O)c2cccc(NC(=O)c3ccc(-c4nccs4)cc3)c2O[C@H]1CN(C)Cc1ccc(Cl)c(Cl)c1 | 91 | -46 | -6.8 | 7
COc1ccc2c3c([nH]c2c1)[C@@H](CO)N(Cc1ccc(Cl)cc1)CC31CN(S(C)(=O)=O)C1 | nt | -33 | -0.6 | -1
O=C(C[C@@H]1CC[C@H]2[C@@H](COC[C@@H](O)CN2S(=O)(=O)c2ccccc2)O1)Nc1ccc(-c2ccccc2)cc1 | 97* | -10 | -0.1 | nt
CN1[C@@H]2c3ccc(-c4ccc(F)cc4)c(=O)n3C[C@H]1[C@H](CO)[C@H]2C(=O)N1CCCCC1 | -4 | nt | -0.1 | 1
CCCNC(=O)Nc1ccc2c(c1)C(=O)N(C)[C@@H]1CC[C@@H](CC(=O)NC)O[C@@H]1CO2 | 7 | 18 | 0.5 | -3
CNC[C@@H]1Oc2ncc(-c3ccccc3)cc2C(=O)N([C@H](C)CO)C[C@@H]1C | 4 | -13 | 0.0 | 5
C[C@@H]1CCCCO[C@@H](CN(C)Cc2ccc(C(F)(F)F)cc2)[C@H](C)CN([C@@H](C)CO)C(=O)c2cc(NS(=O)(=O)c3cn(C)cn3)ccc2O1 | 2 | -38 | 1.1 | 0
C[C@@H]1CN([C@@H](C)CO)C(=O)Cc2cc(NC(=O)Cc3cn(C)c4ccccc34)ccc2O[C@H]1CN(C)C(=O)Nc1ccc(C(F)(F)F)cc1 | 51 | -11 | -1.0 | -3
COc1ccc2c3c([nH]c2c1)[C@H](CO)N(S(C)(=O)=O)CC31CCN(Cc2ccccc2)CC1 | nt | -60 | -0.3 | 7
C[C@@H]1CN([C@H](C)CO)C(=O)c2cccc(NS(=O)(=O)c3cccs3)c2O[C@@H]1CN(C)S(C)(=O)=O | 11 | 22 | -1.7 | -1
COc1ccc(NC(=O)N[C@H]2CC[C@H](CC(=O)NC3CCC3)O[C@H]2CO)cc1 | -27 | -2 | 1.7 | nt
N#C[C@H]1[C@H](c2ccc(C#Cc3cccc(F)c3)cc2)[C@H](CO)N1C(=O)C1CCCC1 | 105* | -45 | -0.1 | 4
C[C@H]1CN([C@@H](C)CO)C(=O)c2cc(NS(=O)(=O)c3ccc(F)cc3)ccc2O[C@H]1CN(C)Cc1ccc(Cl)c(Cl)c1 | 63 | -8 | -0.1 | 31
CO[C@H](CN(C)C(=O)c1cnccn1)[C@@H](C)CN([C@H](C)CO)S(=O)(=O)c1ccc(C)cc1 | 13 | 23 | -1.4 | nt
COc1ccc2c3c([nH]c2c1)[C@@H](CO)N(S(C)(=O)=O)CC31CCN(Cc2cccc(F)c2)CC1 | nt | -79 | -0.1 | 10
C[C@@H]1CN([C@H](C)CO)C(=O)CCCn2cc(nn2)CO[C@@H]1CN(C)C(=O)c1ccncc1 | 76 | 12 | -0.2 | 1
C[C@@H]1CN([C@H](C)CO)S(=O)(=O)c2ccc(-c3ccc(C#N)cc3)cc2O[C@@H]1CN(C)CC1CC1 | -24 | -77 | 0.9 | -3
O=C1CNC[C@H]2[C@@H](c3ccc(C#CC4CCCC4)cc3)[C@H](CO)N12 | nt | 7 | 2.3 | 3
CN(C)CCCNC(=O)C[C@@H]1C=C[C@@H](NC(=O)c2ccccc2F)[C@@H](CO)O1 | 14 | 5 | 1.7 | nt
COc1ccc(-c2ccc3c(c2)O[C@@H](CN(C)Cc2ccccc2C(=O)O)[C@H](C)CN([C@@H](C)CO)S3(=O)=O)cc1 | 11 | -65 | -3.1 | -8
CN(C)C(=O)[C@H]1[C@H](CO)[C@H]2Cn3c(cccc3=O)[C@@H]1N2CC1CCCC1 | nt | -2 | 1.5 | -4
CO[C@H]1CN(C)C(=O)c2ccc(NC(=O)C3CCC3)cc2OC[C@@H](C)N(CC2CCCCC2)C[C@@H]1C | ? | -66 | -0.6 | nt
O=C(NC1Cc2ccccc2C1)[C@H]1N[C@H]2c3ccc(C4=CCCC4)c(=O)n3C[C@H]2[C@@H]1CO | 25 | 5 | 1.4 | -3
C[C@H]1CN([C@@H](C)CO)C(=O)c2cc(C#CC3(O)CCCC3)cnc2O[C@@H]1CN(C)S(=O)(=O)c1ccc(F)cc1 | -24 | 12 | 0.2 | 0

# (next part)
SMILES | Tcruzi prolif | Pf Dd2 growth | KDM4C inh | C diff growth
C[C@H](CO)N1C[C@H](C)[C@H](CN(C)C(=O)NC2CCCCC2)Oc2ccc(NC(=O)Cn3cnnn3)cc2CC1=O | -28 | 24 | -0.2 | -3
COC(=O)N(C)C[C@@H]1OCc2cn(nn2)CCCC(=O)N([C@@H](C)CO)C[C@H]1C | -128&4 | -19&-6 | 0.0 | nt
C[C@H](O)C#Cc1cnc2c(c1)C(=O)N([C@H](C)CO)C[C@H](C)[C@@H](CN(C)C(=O)Cc1ccncc1)O2 | nt | 26 | -0.5 | 3
CC(C)NC(=O)N(C)C[C@@H]1Oc2ccc(NC(=O)Nc3ccc4c(c3)OCO4)cc2CC(=O)N([C@@H](C)CO)C[C@H]1C | -37 | 21 | 0.9 | -4
C[C@@H]1CN([C@@H](C)CO)C(=O)c2cc(-c3ccncc3)cnc2O[C@@H]1CN(C)C(=O)C1CCCCC1 | 67 | 24 | -0.2 | 2
C[C@@H]1CN([C@@H](C)CO)C(=O)c2cccc(NC(=O)C3CCOCC3)c2O[C@@H]1CN(C)S(=O)(=O)c1ccc(Cl)cc1 | 13 | -22 | 0.3 | 1
CC(C)C#Cc1ccc2c(c1)O[C@@H](CN(C)Cc1ccncc1)[C@@H](C)CN([C@H](C)CO)S2(=O)=O | 107* | -10 | -1.7 | 9
COCCNC(=O)C[C@H]1CC[C@H]2[C@@H](COC[C@@H](O)CN2C(=O)c2cc(Cl)cc(Cl)c2)O1 | -9 | 2 | 0.7 | 5&2
COC(=O)N(C)C[C@@H]1OCc2cnnn2CCCC(=O)N([C@H](C)CO)C[C@H]1C | -4&-46 | -1&3 | -1.1 | -2

# One compound at a time (already shown):
# Profile of `COCCNC(=O)C[C@H]1CC[C@H]2[C@@H](COC[C@@H](O)CN2C(=O)c2cc(Cl)cc(Cl)c2)O1` → Tcruzi prolif = -9; Pf Dd2 growth = 2; KDM4C inh = 0.7; C diff growth = 5&2
# Profile of `COC(=O)N(C)C[C@@H]1OCc2cnnn2CCCC(=O)N([C@H](C)CO)C[C@H]1C` → Tcruzi prolif = -4&-46; Pf Dd2 growth = -1&3; KDM4C inh = -1.1; C diff growth = -2
